Source: PubChem BioAssay (several laboratories)
ssDAF12 agonist = S. stercoralis DAF-12 activation, primary screen; HEK293 ssDAF-12/GRIP1 lit1-tk-luc reporter, luminescence; % of 3 µM dafachronic acid response; activation, % at 6.8 µM; 370,000 tested, 1% active;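 active = activation above the mean over all tested compounds plus 3 SD, cut at about 0.9% in these data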;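 also: 0% = DMSO-only wells and 100% = 3 µM delta7-dafachronic acid wells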
hgDAF12 agonist = hgDAF-12 agonism, primary luciferase screen; activation, % at 6.8 µM; HEK293 GAL4-hgDAF12 UAS-luciferase reporter, agonist luminescence; normalized to butyrate control; 370,000 tested, 1.8% active; AID 687014;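 active = activation above a cutoff set at the mean of all screened compounds plus 3 SD, cut at about 10% in these data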;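 also: 0% = DMSO wells and 100% = sodium butyrate wells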
KLK7 zymogen act = proKLK7 (human) activation, primary screen; 370,000 tested, 0.9% active; activation, % at 7 µM; P49862; purified proKLK7, EDANS-DABCYL substrate fluorescence; 100% is mature enzyme control, 0% vehicle; AID 652039;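 active = activation above the mean of all tested compounds plus 3 SD, computed per campaign excluding outliers beyond control limits, cut at about 13% in these data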
Target sequence (P49862 whole entry, looked up): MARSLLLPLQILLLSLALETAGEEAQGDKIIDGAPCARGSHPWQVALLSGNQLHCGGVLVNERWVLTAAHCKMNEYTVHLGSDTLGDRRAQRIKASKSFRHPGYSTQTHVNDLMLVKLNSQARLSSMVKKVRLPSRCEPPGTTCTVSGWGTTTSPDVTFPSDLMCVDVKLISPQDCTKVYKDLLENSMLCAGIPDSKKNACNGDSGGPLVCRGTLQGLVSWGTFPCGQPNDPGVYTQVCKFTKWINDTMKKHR
GAA850 FXN act = frataxin GAA850 promoter activation; HEK293 lucGAA850 FXN promoter luciferase reporter, 24 h; percent of 10 µM SAHA response; activation, % at 6 µM; 360,000 tested, 0.56% active;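 active = activation above the average of all compounds screened plus 3 SD, cutoff fixed separately per campaign, cut at about 7.5% in these data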;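 also: 0% = DMSO wells and 100% = 10 µM SAHA wells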
DAX1 inh-1 = NR0B1 (DAX1) inhibition; P51843; HEK293 Gal4-DAX1 luciferase reporter, luminescence; inhibition, % at 6.75 µM; 340,000 tested, 0.99% active; AID 504766;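 active = inhibition above the mean over all tested compounds plus 3 SD, cut at about 4.2% in these data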;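 also: 0% = DAX1-transfected cells with DMSO and 100% = empty-vector control cells with DMSO; inhibition shows as a rise in luminescence from relieved DAX1 repression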
Target sequence (P51843 207-470 limits assumed): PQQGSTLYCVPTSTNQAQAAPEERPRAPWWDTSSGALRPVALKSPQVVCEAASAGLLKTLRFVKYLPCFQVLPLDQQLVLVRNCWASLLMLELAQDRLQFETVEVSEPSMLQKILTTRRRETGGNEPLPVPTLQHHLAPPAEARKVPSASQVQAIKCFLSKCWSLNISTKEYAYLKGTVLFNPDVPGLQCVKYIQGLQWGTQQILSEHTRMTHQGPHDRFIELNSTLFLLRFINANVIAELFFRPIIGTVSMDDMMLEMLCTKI
hcDAF12 agonist = activators of H. contortus DAF-12 nuclear receptor. HEK293 hcDAF-12 lit1-tk-luc reporter, luminescence; 0% DMSO, 100% Δ7-dafachronic acid. activation, % at 6.8 µM. 370,000 tested, 1.4% active. AID 652067;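 active = activation above the mean of all tested compounds plus 3 SD, cut at about 5.5% in these data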;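 also: 100% = response to 3 µM Δ7-dafachronic acid high control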
DAX1 inh-2 = blocks DAX1 repression of SF-1 activated StAR promoter | HEK293T StAR-luciferase reporter, SF-1/DAX-1 repression relief | 370,000 tested, 1.1% active | AID 652010 | inhibition, % at 6.8 µM;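 active = inhibition above the mean over all tested compounds plus 3 SD, cut at about 3.6% in these data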;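 also: 0% = DAX-1 cells with DMSO and 100% = cells lacking DAX-1 with DMSO; higher inhibition means more luminescence from relief of DAX-1 repression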
SMARCA2 act = SMARCA2 function activation, primary screen; activation, % at 9.1 µM; 370,000 tested, 1% active; MG213 cells, MMTV-luciferase reporter, dexamethasone, overnight; in the data active = activation above about 7.8%;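 also: 0% = vehicle wells and 100% = reference activator wells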
sPLA2-III inh = Blocks human group III sPLA2 activity. Q9NZ20. 370,000 tested, 0.56% active. QFRET BODIPY PC-A2 liposome hydrolysis, fluorescence. inhibition, % at 12.2 µM;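 active = inhibition above mean plus 3 SD of compounds lying within the high and low control bounds, cut at about 19% in these data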;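 also: 0% = median of test compound wells and 100% = no enzyme DMSO wells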
Target sequence (Q9NZ20 whole entry, looked up): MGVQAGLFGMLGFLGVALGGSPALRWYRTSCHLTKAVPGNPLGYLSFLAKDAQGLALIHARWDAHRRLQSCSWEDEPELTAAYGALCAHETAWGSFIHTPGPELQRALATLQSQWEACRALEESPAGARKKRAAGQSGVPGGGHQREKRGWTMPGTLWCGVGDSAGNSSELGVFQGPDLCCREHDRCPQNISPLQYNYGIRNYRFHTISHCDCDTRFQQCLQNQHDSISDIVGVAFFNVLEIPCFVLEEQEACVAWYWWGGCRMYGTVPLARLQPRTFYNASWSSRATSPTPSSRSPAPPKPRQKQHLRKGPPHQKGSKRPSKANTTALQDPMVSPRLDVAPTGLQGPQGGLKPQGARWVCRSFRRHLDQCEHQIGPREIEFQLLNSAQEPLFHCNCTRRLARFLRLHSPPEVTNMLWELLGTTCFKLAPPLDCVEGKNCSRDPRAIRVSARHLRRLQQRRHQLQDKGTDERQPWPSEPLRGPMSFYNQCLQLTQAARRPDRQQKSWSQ
NPR1 activator = GC-A (human) enzyme activation | P16066 | HEK293 GC-A cells, cGMP TR-FRET, EC30 ANP; 0% at EC30 ANP, 100% saturating ANP | activation, % at 10 µM | 370,000 tested, 0.14% active | AID 1671463; in the data active = activation above about 40%
GC-B act = GC-B (human) receptor activation. P20594. HEK293-GC-B cells, CNP EC30, cGMP TR-FRET; 0% at EC30 CNP, 100% saturating CNP. activation, % at 10 µM. 370,000 tested, 0.11% active;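 active = activation at 10 µM reaching about 35% in either raw or pattern-adjusted values, limit read from the data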
An asterisk follows results filed as active; · = no result given.

SMILES	ssDAF12 agonist	hgDAF12 agonist	KLK7 zymogen act	GAA850 FXN act	DAX1 inh-1	hcDAF12 agonist	DAX1 inh-2	SMARCA2 act	sPLA2-III inh	NPR1 activator	GC-B act
O=C(CNC(=O)c1[nH]cnc1C(=O)NC(c1ccccc1)c1ccccc1)OCc1ccccc1	-1.1	-1.4	-0.2	1.8	1.1	-0.9	-0.3	-0.6	-10.0	1.3	12.9
c1ccc(-n2c(-c3ccncc3)nnc2-c2cccs2)cc1	-1.6	-0.7	1.0	-1.6	-0.7	-0.3	-0.5	7.4	-2.8	-0.8	-4.3
CCOC(=O)c1oc2ccccc2c1NC(=O)c1ccc(S(=O)(=O)N(C)C)cc1	-1.6	3.2	-0.5	-2.2	-1.2	-0.5	-0.9	0.2	4.7	-0.8	1.6
Cc1cc(C(=O)N2CCc3ccccc3C2)c(C)o1	-0.8	6.8	-0.1	2.8	1.0	2.4	3.5	1.2	0.3	2.3	1.0
CCN(CC(=O)Nc1c(F)cccc1F)C(=O)CCC(=O)c1ccc(C)cc1	-0.7	-0.4	-0.3	0.3	-0.4	-0.4	0.4	0.1	-11.2	-0.6	-3.5
Cc1ccccc1CC1(CO)CCCN(C(=O)c2cc(-c3ccccc3)no2)C1 (configuration not stated)	-1.3	-2.5	1.2	0.9	-1.7	-2.4	0.4	-0.2	-9.1	0.2	1.4
Cc1ccc([C@H]2N[C@]3(CCCN(Cc4ccco4)C3=O)[C@H]3C(=O)N(C)C(=O)[C@@H]23)cc1	-0.6	-1.9	-0.6	0.0	-0.1	-0.4	0.3	-0.9	-0.5	2.2	0.8
O=C(Cc1ccccc1)NNC1CC(=O)N(c2ccc(Oc3ccccc3)cc2)C1=O (configuration not stated)	-0.1	-0.9	-0.4	1.6	3.0	-2.3	0.1	-3.1	-2.4	1.0	-6.0
CN(Cc1nc(Cc2ccccc2F)no1)[C@@H]1CS(=O)(=O)C[C@H]1O	-1.4	-2.1	0.7	0.9	0.5	0.0	-0.1	-1.9	4.5	5.0	0.4
CCOC(=O)Cn1ccc(NC(=O)c2ccc3c(c2)OCO3)n1	-1.0	-0.5	1.0	-0.6	1.1	-0.6	-0.7	3.8	3.8	1.8	-6.5
O=C(NCC(=O)N1CCN(Cc2ccccc2)CC1)c1cc(Cl)cc([N+](=O)[O-])c1	-1.3	-4.8	-0.4	-2.0	-0.6	-2.2	-3.0	-1.5	0.4	2.5	5.9
COCc1ccc(-c2c(-c3ccccc3OC)sc3cc4c(cc23)OCO4)cc1	-1.0	-0.9	-2.4	-0.3	1.1	-1.5	-0.5	3.4	2.5	-2.9	-4.2
CCOC(=O)C1CCCN(c2nc3ccccc3nc2C(C#N)C(=O)OCC)C1 (configuration not stated)	-0.9	0.7	0.4	0.3	0.8	0.4	0.2	0.1	1.6	10.6	10.6
CC(C)(C)OC(=O)N[C@@H](Cc1ccccc1)C(=O)NCC1CCC(C(=O)N[C@@H](CC(=O)O)C(=O)O)CC1 (some centres not stated)	-1.5	1.0	0.1	0.7	0.3	-0.2	0.0	-0.2	5.2	3.5	-1.1
CC1C(=O)C(C)C(c2ccc3c(c2)OCO3)NC1c1ccc2c(c1)OCO2 (configuration not stated)	-1.4	1.9	-0.3	2.9	1.7	0.1	0.3	-0.6	-1.2	11.7	4.5
Cc1[nH]c2ccc(-c3n[nH]c(=S)n3-c3ccc(Br)cc3)cc2c1C	-0.9	1.7	-0.5	3.6	0.7	-0.4	-0.6	-0.8	-24.6	-6.5	-0.1
COc1cccc2cc(C(C)N(CCCN3CCOCC3)C(=S)Nc3cc(C)cc(C)c3)oc12 (configuration not stated)	-0.5	0.6	0.0	-1.9	-2.9	-2.3	-0.8	1.1	2.1	-8.0	-2.8
CCOC(=O)N1C2=NC(C(=O)OC)=C(C(=O)OC)[C@@H]3N(C)c4ccc(OC)cc4[C@]23C[C@H]1C(=O)OC	-1.2	1.8	0.1	0.3	-1.1	-0.2	-0.3	-0.1	4.3	-1.4	-4.3
COc1ccccc1NC(CC(=O)c1ccccc1)C(=O)OCC(=O)c1ccc(C)cc1 (configuration not stated)	0.5	14.0*	0.2	3.9	3.1	8.5*	2.9	2.7	7.9	4.7	3.1
CCC(CO)Oc1cc(NCc2ccccn2)c2ncn(C(C)C)c2c1 (configuration not stated)	-1.4	2.1	-0.7	0.0	0.9	-2.0	0.4	1.1	-2.1	-0.2	2.3
COc1cc(OC)cc(-c2nc3nc(C)c(CCC(=O)NCc4ccco4)c(C)n3n2)c1	-0.6	-1.4	-0.2	-2.0	0.7	-1.3	-0.2	-1.2	9.1	5.0	-6.5
O=C(O)c1cccc(Cl)n1	-0.5	3.9	0.2	1.0	0.8	-0.4	-0.4	0.6	-0.7	0.4	-0.3
Cc1ccc(C2CC(c3cccc(Cl)c3)n3nc(N)nc3N2)cc1 (configuration not stated)	-0.7	6.4	0.6	-0.3	-0.4	1.5	-0.8	-2.0	13.9	-5.8	-9.1
O=C(CC1C(=O)NCCN1Cc1ccc(Cl)c(F)c1)NC1CCC1 (configuration not stated)	-1.4	-0.2	0.5	0.2	-0.2	2.5	0.0	-2.1	9.7	-4.7	2.2
Cc1cccc2c(C(=O)N3CCN(c4ccccn4)CC3)cc(-c3cccc(Br)c3)nc12	-0.7	1.2	-4.2	0.4	-0.6	0.4	-2.4	-1.5	-5.6	-1.8	0.4

(continued)
SMILES	ssDAF12 agonist	hgDAF12 agonist	KLK7 zymogen act	GAA850 FXN act	DAX1 inh-1	hcDAF12 agonist	DAX1 inh-2	SMARCA2 act	sPLA2-III inh	NPR1 activator	GC-B act
CC1CCN(C(c2ccccc2)c2nnnn2C(C)(C)C)CC1 (configuration not stated)	-0.8	3.0	-0.2	1.4	0.1	-1.6	-1.2	-1.4	4.3	-10.0	-15.8
Cc1ccc(N/C(=N/S(=O)(=O)c2cccs2)c2ccccc2)c(C)c1	-1.6	3.5	-0.4	-2.8	-2.5	-0.8	-0.7	0.2	-9.4	-5.6	-5.8
COc1cccc(CNC(=O)COC(=O)c2c(C)nn(-c3ccccc3)c2Cl)c1	-1.3	-0.1	-0.7	-0.1	0.1	-0.3	-0.6	-2.4	-6.2	-6.0	-7.0
COc1ccc(-c2ccc(CN3C(C)C(=O)N(Cc4cn(CCC5OCCO5)nn4)CCS3(=O)=O)cc2)cc1OC (configuration not stated)	-1.3	-3.7	0.6	-0.9	0.1	-2.4	-1.2	2.7	-2.6	3.0	-8.6
Cc1ccc(-c2nc3ccccn3c2NC(=O)c2ccco2)cc1	-1.3	-1.3	0.0	-0.2	-1.1	-0.9	-0.5	-2.3	-2.5	1.8	0.4
Cc1ccsc1/C=N/Nc1ncnc2nc[nH]c12	-1.4	3.2	-0.6	13.1*	4.6*	2.2	2.6	5.2	0.9	-9.8	-6.7
CCOc1ccc(NC(=O)COC(=O)C23CC4CC(CC(C4)C2)C3)c([N+](=O)[O-])c1	-0.6	-2.3	0.9	-0.2	-1.7	-2.0	0.3	-1.4	21.2*	-0.4	1.8
O=C(Oc1coc(CSc2ncccn2)cc1=O)c1cccc([N+](=O)[O-])c1	-0.7	3.7	-0.1	0.1	-1.4	1.0	-0.3	-0.6	7.3	3.1	6.9
O=C(NC1CCS(=O)(=O)C1)c1cnccn1 (configuration not stated)	-0.5	0.0	-0.1	-2.3	0.1	-0.2	0.1	-4.5	2.7	3.1	4.9
CCN(CC)C(=S)SCC(=O)Nc1ccc(F)cc1	-1.4	-2.2	-0.6	0.2	0.2	-1.8	-1.2	-1.7	2.2	-1.4	2.5
CCOC(=O)c1cnc(SC2CC(=O)N(c3cccc(OC)c3)C2=O)nc1N (configuration not stated)	-1.2	-0.4	-0.3	2.8	0.1	0.5	0.1	-2.2	-3.4	2.1	-3.0
CN(CCc1ccccn1)C1CCCN(S(=O)(=O)c2ccc(F)c(Cl)c2)C1 (configuration not stated)	-0.8	-2.5	0.9	2.0	-0.7	-1.1	0.3	-1.8	-6.8	-2.7	1.9
CC(/C=C/c1ccccc1F)=N\NC(=O)c1ccc(Cl)cc1	-1.2	6.0	-0.1	-0.6	-0.8	-0.6	-0.1	-2.0	-1.6	0.7	1.9
N#C/C=C\Oc1ccc(Cl)cc1N	-0.3	-5.7	0.9	1.9	-0.5	2.0	-0.3	-3.4	3.5	1.3	1.5
c1coc(-c2nc3c4c5c(sc4ncn3n2)CCCC5)c1	-1.0	2.8	-0.1	-0.3	-0.7	0.2	0.4	-1.8	-3.5	1.6	-9.1
CCN(CC(=O)Nc1ccc2c(c1)OCCO2)C(=O)CC(NC(C)=O)c1ccccc1 (configuration not stated)	-0.9	3.9	0.5	2.5	0.2	-0.1	0.1	-2.5	1.4	5.3	0.2
O=C(COc1cccc(C(F)(F)F)c1)Nc1ccc(S(=O)(=O)N2CCCC2)cc1	-1.6	2.5	0.5	-1.1	-0.5	-2.0	-1.1	-1.1	-31.2	0.8	-2.3
O=C1CCN(C(=O)Nc2cccc(Cl)c2)N1	-0.5	-1.1	0.1	-1.3	1.5	0.8	-0.5	-1.1	-2.3	3.9	7.1
O=C(CS(=O)(=O)Cc1ccccc1)N1CCN(C(=O)c2ccco2)CC1	-0.6	-0.9	-0.1	-1.9	2.3	-0.2	0.1	-0.9	0.2	0.3	2.5
C=CCn1c(COc2ccc(C)cc2)nnc1SCC(=O)Nc1cc(Cl)cc(Cl)c1	-1.6	-1.6	0.3	·	·	-1.6	-1.5	0.8	0.2	-4.7	-7.7
N#Cc1sc(NCc2ccccn2)nc1Cl	-0.7	-1.3	0.5	1.2	-0.5	0.5	0.8	0.0	-1.8	1.8	2.8
Cc1nnc(SCCc2ccccc2)[nH]c1=O	-1.7	0.1	-0.3	-1.6	-0.2	-0.4	0.5	-1.0	-4.0	4.4	-3.3
COc1ccc(N(C)C(=O)c2cc3c(s2)-c2c(C)cccc2OC3)c(OC)c1	-1.7	-0.5	0.5	1.5	0.9	-1.5	-0.1	-4.5	-7.1	-2.3	-7.8
CC(C)CCN1C(=O)CCC1(C)C(=O)NC1CCCCCCC1 (configuration not stated)	-2.2	-0.3	0.1	-0.1	1.8	-1.1	-0.7	-3.9	5.9	-2.0	-0.4
Cc1ccc(NC(=O)c2ccc(N3C(=O)C4CC=C(Cl)CC4C3=O)cc2)cc1 (configuration not stated)	-0.7	2.3	-0.1	-0.4	-0.8	-1.4	1.7	2.7	-20.2	5.0	3.9
Cc1cc(OC(=O)c2ccccc2F)c([N+](=O)[O-])c(=O)[nH]1	-0.5	1.7	-0.2	-0.4	0.2	1.2	0.8	-0.9	3.5	-1.2	-8.0
O=C(CCc1ccccn1)N1CCCC(CNS(=O)(=O)c2cccs2)C1 (configuration not stated)	-0.8	-0.5	0.0	0.0	3.6	-1.3	-0.3	-1.4	-4.8	3.3	5.5
COc1cc(C(CCN2CCCCC2)c2c(OC)cc(OC)c3c(-c4ccccc4)cc(=O)oc23)cc(OC)c1OC (configuration not stated)	-1.1	-2.3	-0.8	-2.1	0.3	-2.0	0.8	0.2	-10.5	-2.0	-12.9

Single entries from the entries so far:
For sPLA2-III inh, Cc1ccc(-c2nc3ccccn3c2NC(=O)c2ccco2)cc1 is entered as -2.5
For SMARCA2 act, Cc1nnc(SCCc2ccccc2)[nH]c1=O is entered as -1.0
